APP transl inh: APP translation inhibition; SH-SY5Y APP 5'UTR-luciferase reporter, luminescence; hit rate 0.82% among 190,000; AID 1285; inhibition, % at 2 µM;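 active = inhibition above a set limit, derived from the sample mean plus 3 SD, cut at about 45% in these data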; also: values of inactives mirror those of a sister screen read the other way
STAT3 blocker: inhibitors of IL-6 induced STAT3 signaling | inhibition, % at 5.5 µM | AID 862 | hit rate 0.89% among 190,000 | U3A cells, IL-6 STAT3-luciferase reporter, luminescence; host cell line lacks STAT1;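 active = inhibition above the mean inhibition across all screened compounds plus 3 SD, cut at about 44% in these data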;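 also: 0% = DMSO only wells and 100% = 100 µM nifuroxazide control wells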
APP 5'UTR act: APP 5'UTR luciferase reporter activation; SH-SY5Y APP 5'UTR luciferase reporter, luminescence; zero percent = DMSO vehicle wells; activation, % at 2 µM; hit rate 1% among 190,000;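 active = activation above a set limit, based on mean plus 3 SD of controls, cut at about 140% in these data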; also: values of inactives mirror those of a sister screen read the other way
STAT3 act: STAT3 signaling activation. hit rate 0.91% among 190,000. U3A cells, IL-6 STAT3-luciferase reporter, luminescence; 100% = signal with IL-6 EC80 alone. activation (% of control), % at 5.6 µM. AID 871;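 active = activation above the screen-wide mean of compound activation plus 3 SD, cut at about 130% in these data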;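 also: 0% = background luminescence of wells with medium and substrate only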
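Assay system – human STAT1-deficient U3A cells with stable STAT3-luciferase reporter · Also added – IL-6 (33 ng/mL) · Schedule – compound 1 h, then IL-6 6 h at 37 °C · Technique – reporter luminescence signal · Evaluation – % activation versus median of IL-6-stimulated wells · Benchmarks – IL-6-only wells as 100% reference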
STAT1 activator: STAT1 signaling activation | NIH 3T3 STAT1-luciferase reporter, IFN-gamma, luminescence; 100% = IFN-gamma alone, no compound | activation (% of control), % at 5.5 µM | hit rate 2.6% among 200,000 | AID 932;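 active = activation above the screen-wide mean activation plus 3 SD, cut at about 130% in these data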;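 also: raw ratio to IFN-gamma control signal so 100% means no change and 0% no light; values of inactives mirror those of a sister screen read the other way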
RAM inhibit: yeast RAM network inhibition. S. cerevisiae dse1pr::URA3 reporter, 5-FOA growth OD615, 2 d; analog-sensitive cbk1-as2 kinase mutant strain. inhibition, % at 50 µM. hit rate 1.8% among 190,000. AID 868;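 active = inhibition above a set limit, 3 SD over mean compound inhibition, cut at about 8.4% in these data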;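 also: 0% = DMSO-only wells with no growth and 100% = 10 µM 1-NA-PP1 full growth; inhibition rescues growth on 5-FOA so higher OD means more RAM inhibition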
NF-kB expr up: NF-kB expression increase, human neuronal cells. AID 1239. hit rate 1.6% among 190,000. fold change at 12.5 µM. NF-kB reporter expression; stronger effect = higher value; in the data active = fold change above about 3.3
Hsp70 act: switches on Hsp70 transcription; AID 1203; activation, % at 10 µM; hit rate 0.04% among 200,000; HeLa Hsp70 promoter luciferase reporter, luminescence; scaled: vehicle 0, proteasome-inhibitor control 100%;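 active = activation above the mean across all tested compounds plus 3 SD, cutoff set per campaign, cut at about 5.5% in these data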;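 also: 100% = MG132 at 30 µM as the positive control and 0% = DMSO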
STAT1 inh: inhibitors of IFN-gamma induced STAT1 signaling. AID 920. NIH 3T3 STAT1-luciferase reporter, luminescence. hit rate 0.35% among 200,000. inhibition, % at 5.5 µM;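 active = inhibition above a set limit, the mean inhibition across all tested compounds plus 3 SD, cut at about 34% in these data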;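 also: 0% = IFN-gamma with DMSO and 100% = IFN-gamma with 300 µM nifuroxazide; values of inactives mirror those of a sister screen read the other way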
FLuc inh counter: Photinus pyralis luciferase inhibition counter-screen; ATPLite firefly luciferase biochemical luminescence, 10 min; inhibition, % at 10 µM; hit rate 1.5% among 200,000; AID 1006;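 active = inhibition above about 50% when tested at 10 µM, limit read from the data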
Target sequence (P08659 whole entry, looked up): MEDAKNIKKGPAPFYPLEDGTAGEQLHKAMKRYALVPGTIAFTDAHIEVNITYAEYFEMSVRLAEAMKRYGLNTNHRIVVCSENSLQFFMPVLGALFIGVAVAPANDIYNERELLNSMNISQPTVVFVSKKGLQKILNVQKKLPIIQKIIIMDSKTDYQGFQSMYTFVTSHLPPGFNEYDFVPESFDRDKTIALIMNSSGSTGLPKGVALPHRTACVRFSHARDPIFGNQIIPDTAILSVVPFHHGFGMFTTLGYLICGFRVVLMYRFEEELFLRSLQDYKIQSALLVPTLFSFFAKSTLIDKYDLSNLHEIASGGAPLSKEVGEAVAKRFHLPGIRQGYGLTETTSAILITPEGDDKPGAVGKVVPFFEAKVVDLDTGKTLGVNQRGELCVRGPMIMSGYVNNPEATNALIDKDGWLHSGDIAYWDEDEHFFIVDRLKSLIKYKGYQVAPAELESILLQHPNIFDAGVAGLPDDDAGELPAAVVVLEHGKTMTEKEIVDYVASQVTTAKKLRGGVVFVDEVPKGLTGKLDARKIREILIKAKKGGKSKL
Active calls of the source: *; · = no result given.

SMILES	APP transl inh	STAT3 blocker	APP 5'UTR act	STAT3 act	STAT1 activator	RAM inhibit	NF-kB expr up	Hsp70 act	STAT1 inh	FLuc inh counter
CCOC(=O)COc1cc(OCC(=O)OCC)c2c(=O)cc(-c3ccccc3)oc2c1	-9	14	9	97	98	4.5	0.66	-0.4	2	-3
O=C(CSc1ccc2c(c1)OCCO2)NC(=O)Cc1ccccc1	9	-1	-9	102	108	0.6	0.97	-0.3	-9	-3
COc1cc(C(=O)Nc2cccc(-c3nc4cc(C)ccc4o3)c2C)cc(OC)c1OC	-22	2	22	103	101	4.9	0.95	0.6	-1	14
CCc1nnc(NS(=O)(=O)c2ccc(NC(=S)NC(=O)c3ccccc3)cc2)s1	-17	-2	17	100	105	0.6	1.2	0.1	-5	-9
COC(=O)c1ccccc1NC(=O)NCC1CCCO1 (configuration not stated)	-11	-1	11	103	107	-0.7	0.94	0.0	-2	2
COc1cccc(C2C=C(c3ccc(Br)s3)Nc3ncnn32)c1OC (configuration not stated)	-10	24	11	84	88	0.6	1.1	-0.5	12	-4
COc1ccc(C(=O)Nc2cccc(C(=O)N3CCN(C)CC3)c2)cc1	-17	3	17	101	120	2.9	1.3	-0.3	-22	11
O=C(NCN1CCCCC1)c1cccnc1	-17	-2	17	104	102	0.0	1.1	-0.1	-2	-8
COc1ccc(-c2nc(NC(=O)CSc3nnc4ccccn34)ns2)cc1	-9	7	9	102	117	1.3	1.7	1.3	-17	25
Nn1c(-c2cccs2)nc2sc3c(c2c1=O)CCCC3	-156	-28	156*	128	142*	9.0*	3.9*	-0.1	-45	45
Cc1ccc(C)n1-c1ccc(C(=O)NCc2cccnc2)cc1	-10	6	10	99	106	2.1	1.1	-0.1	-6	0
Oc1ccc(N=Nc2c(O)ccc3ccccc23)cc1	-22	37	22	73	93	5.4	1.6	-0.2	3	3

Full records as entered above. Order of screens: APP transl inh | STAT3 blocker | APP 5'UTR act | STAT3 act | STAT1 activator | RAM inhibit | NF-kB expr up | Hsp70 act | STAT1 inh | FLuc inh counter
O=C(NCN1CCCCC1)c1cccnc1 as listed: -17 | -2 | 17 | 104 | 102 | 0.0 | 1.1 | -0.1 | -2 | -8
COc1cccc(C2C=C(c3ccc(Br)s3)Nc3ncnn32)c1OC (configuration not stated) as listed: -10 | 24 | 11 | 84 | 88 | 0.6 | 1.1 | -0.5 | 12 | -4
COc1cc(C(=O)Nc2cccc(-c3nc4cc(C)ccc4o3)c2C)cc(OC)c1OC as listed: -22 | 2 | 22 | 103 | 101 | 4.9 | 0.95 | 0.6 | -1 | 14
CCc1nnc(NS(=O)(=O)c2ccc(NC(=S)NC(=O)c3ccccc3)cc2)s1 as listed: -17 | -2 | 17 | 100 | 105 | 0.6 | 1.2 | 0.1 | -5 | -9

Next structures:
SMILES	APP transl inh	STAT3 blocker	APP 5'UTR act	STAT3 act	STAT1 activator	RAM inhibit	NF-kB expr up	Hsp70 act	STAT1 inh	FLuc inh counter
CCOC(=O)C1CN(S(=O)(=O)c2cccc(C(F)(F)F)c2)c2cc(CC(=O)OC)ccc2O1 (configuration not stated)	-3	9	3	102	100	16*	1	-0.3	0	-1
CNc1nc(N/N=C/c2ccc([N+](=O)[O-])cc2)nc(Nc2ccccc2)n1	14	18	-14	88	106	6.1	0.67	-0.5	-7	0
COc1ccc(CNC(=O)c2c(O)c3cccc4c3n(c2=O)CCC4)cc1	-1	11	1	96	100	3.0	0.95	-0.4	0	-6
Nn1c(Cc2ccc(Br)cc2)n[nH]c1=S	10	-2	-10	103	106	1.1	1.3	-0.3	-7	-2
Cc1nnc(SCC(=O)Nc2nccs2)s1	7	9	-7	96	113	1.0	1.4	-0.1	-12	-4
Cc1cc(N2CCN(C)CC2)ccc1NC(=O)c1cccc(S(=O)(=O)N2CCc3ccccc3C2)c1	1	2	-1	100	98	3.5	1.1	-0.1	0	0
CC(O)CCc1nc2ccc(C(=O)O)cc2[nH]1 (configuration not stated)	-2	-1	1	103	105	0.5	1.3	-0.2	-5	-6
COc1ccc(N(CC(=O)NCCSC2CCCCC2)S(C)(=O)=O)c(OC)c1	·	0	·	100	100	1.1	1.2	-0.1	0	5
CCOC(=O)CSc1nnc(C)c(=O)[nH]1	-5	4	5	100	102	0.7	1.1	0.1	-3	-10
Fc1ccc(NC(=S)N2CCSC2c2cccs2)cc1 (configuration not stated)	-2	8	2	97	93	0.5	1.2	-0.2	9	-9
O=C(COc1ccccc1Cl)Nc1cc(Cl)ccc1O	-30	-74	29	166*	96	2.6	1.2	0.1	2	-2
CC[N+](CC)(CCCCS(=O)(=O)[O-])CCNP1(=O)C=C(c2ccccc2)OC(c2ccccc2)=C1	-4	11	5	94	97	1.1	1.2	-0.2	2	-11
Cc1cc2c(c(=O)n1Cc1ccco1)C(c1cccnc1)C(C#N)=C(N)O2 (configuration not stated)	0	-12	0	110	104	2.0	1	-0.2	-5	1
COc1ccc(C2=NOC(C(=O)N3CCCCCC3)C2)cc1OC (configuration not stated)	-7	11	7	94	90	1.4	1.1	-0.1	11	-3
O=C(c1ccc(F)cc1)N1CCN=C1c1ccccc1	-4	3	4	100	107	2.0	0.89	-0.3	-8	-2
COC(=O)C(F)(F)Sc1c(C)[nH]c2ccccc12	3	-18	-3	119	101	0.8	1.1	-0.3	-1	1
COc1ccc(N2C(=O)NC(NC(=O)c3cccnc3)(C(F)(F)F)C2=O)cc1 (configuration not stated)	-8	10	8	92	99	2.2	0.98	-0.1	1	0
C=CCNc1sc(C(=O)c2ccccc2)c(N)c1-c1nc2ccccc2s1	-34	-53	34	143*	97	2.1	1.1	-0.2	3	-14
COc1ccc(/C(N)=N/OC(=O)N2CCOCC2)cc1	0	10	0	93	111	2.2	1.2	-0.4	-14	-3
CCOC(=O)c1cc(C#N)c(N2CCOCC2)nc1-c1ccccc1	0	14	0	95	98	-0.3	1.1	-0.1	0	-5
COc1cc(C(=O)NC(C(=O)Nc2cccc(C(C)=O)c2)C(C)C)cc(OC)c1OC (configuration not stated)	-6	7	6	95	111	2.0	1.2	-0.2	-14	-2
COc1ccc(N2C(=O)C3C4c5ccccc5C(C=Nc5ccc(C)cc5C)(c5ccccc54)C3C2=O)cc1 (configuration not stated)	2	1	-2	103	98	·	·	0.4	2	·
CCC(C)[C@H](NC(=O)NCc1ccccc1)C(=O)O (some centres not stated)	1	6	-1	98	105	-0.2	0.93	0.0	-5	-1
c1ccc(-c2csc(Nc3cccnc3)n2)cc1	-53	-54	53	149*	136*	0.6	1.1	-0.4	-41	8

Of the compounds above, 2 contain a CF3 group:
SMILES	APP transl inh	STAT3 blocker	APP 5'UTR act	STAT3 act	STAT1 activator	RAM inhibit	NF-kB expr up	Hsp70 act	STAT1 inh	FLuc inh counter
CCOC(=O)C1CN(S(=O)(=O)c2cccc(C(F)(F)F)c2)c2cc(CC(=O)OC)ccc2O1 (configuration not stated)	-3	9	3	102	100	16*	1	-0.3	0	-1
COc1ccc(N2C(=O)NC(NC(=O)c3cccnc3)(C(F)(F)F)C2=O)cc1 (configuration not stated)	-8	10	8	92	99	2.2	0.98	-0.1	1	0

Next part
SMILES	APP transl inh	STAT3 blocker	APP 5'UTR act	STAT3 act	STAT1 activator	RAM inhibit	NF-kB expr up	Hsp70 act	STAT1 inh	FLuc inh counter
CCNC(=S)N1CCC(NC(=O)c2ccco2)CC1	5	0	-5	105	100	1.4	1.1	-0.4	-1	-2
CCc1c(OC(C)=O)c2ccccc2n(C)c1=O	-11	24	11	81	102	-1.2	0.98	-0.3	-2	-2
CCOC(=O)c1c(OCCO)noc1N	1	10	-1	99	105	0.6	1	0.0	-5	-7
O=C(O)c1ccc2c(=O)n3c(nc2c1)/C(=C/c1ccccc1C(F)(F)F)CCCC3	-2	5	2	96	100	0.2	1	-0.2	-1	-4
Fc1ccccc1OCCSc1nnnn1-c1ccccc1	-162	14	162*	91	161*	0.9	6.7*	0.3	-53	13
Cc1c(-n2c(SCC(=O)N(C)C3CCS(=O)(=O)C3)nc3ccccc3c2=O)c(=O)n(-c2ccccc2)n1C (configuration not stated)	16	1	-16	101	99	1.8	1.1	-0.3	2	2
Cc1ccc(C)c(NC(=S)N(CCN(C)C)C(C)c2ccccn2)c1 (configuration not stated)	1	12	-1	98	97	3.7	1	-0.3	1	-9
COc1ccc(CNC(=O)C2CCNCC2)cc1	1	1	-1	102	107	1.1	1.1	1.1	-8	-4
C=CCNC(=S)NNC(=O)CSc1nc2ccccc2s1	-5	-1	5	104	116	3.6	1.1	-0.2	-17	-7
Cc1cccc(-n2c(Cc3cc(=O)[nH]c(=O)[nH]3)nnc2SCC(=O)NCc2ccco2)c1	12	12	-12	92	102	·	·	-0.4	-3	·
CCN(CC)C(=O)CSc1nnc(-c2ccccc2)c(-c2ccccc2)n1	-7	3	7	101	104	2.9	1.1	-0.3	-4	-5
N#Cc1c(SCC(N)=O)nc(-c2ccccc2)c2c1CCCC2	6	14	-5	90	89	6.1	0.75	0.0	12	-5
Cc1c(CCOC(=O)C23CC4CC(CC(C)(C4)C2)C3)sc[n+]1Cc1ccccc1	-13	17	13	90	103	-1.7	1.5	0.2	-4	-5
COc1ccc(OC)c(NC(=O)C(CC(=O)O)NCc2ccco2)c1 (configuration not stated)	6	3	-6	105	101	-1.1	0.89	-0.4	-1	-8
CC(C)CNC(=S)N1CCN(C)CC1	1	9	-1	98	107	0.1	1.3	-0.5	-8	-8
O=C(CCNC(=O)Cn1ccc2ccccc2c1=O)NCC1CCCC1c1ccccc1 (configuration not stated)	-3	5	3	101	97	1.7	0.99	0.6	2	-6
Cc1oc(-c2ccccc2Cl)nc1CSc1nc2c(c(=O)[nH]1)CCC2	-13	4	13	97	92	4.0	0.75	-0.2	9	-3
CCN1CCN(C(=S)c2ccc(O)cc2)CC1	-17	-6	17	107	95	-0.2	2.3	-0.2	4	-6
O=C(Cn1nc(-c2ccccc2)ccc1=O)NCC1COCCO1 (configuration not stated)	2	-7	-2	107	102	3.6	1.1	-0.3	-2	-6
Oc1oc(-c2cccc3ccccc23)nc1C=NCc1ccccc1	9	-6	-9	109	99	2.9	1.3	-0.4	1	·
Cc1nc(N2CCN(C)CC2)c2sc(=S)n(-c3ccccc3)c2n1	-11	-2	11	101	102	0.8	1.5	-0.4	-1	-6
NNc1ncnc2scc(-c3ccc(Cl)cc3)c12	-4	12	4	92	92	0.3	1.2	-0.5	10	-5
CS(=O)(=O)N1CCC(CO)(Cc2ccccc2C(F)(F)F)CC1	1	7	-1	98	100	0.8	1	-0.1	-2	-2

Source: PubChem (several laboratories)
